Screening data deposited in PubChem BioAssay by National Center for Advancing Translational Sciences (NCATS).
Luciferase inh: blocks purified firefly luciferase enzyme activity | Potency, µM (titrated, usually from 115 µM), for inactives: at the top dose activity change, negative = inhibition, usual class: inhibitors | purified P. pyralis luciferase, luminescence, biochemical | hit rate 2.5% among 76,000 | AID 1347043 | P08659; note: potency is the fitted concentration of half-maximal effect; nearly all actives have a fitted effect of over 65% in size
Target sequence (P08659 whole entry, looked up): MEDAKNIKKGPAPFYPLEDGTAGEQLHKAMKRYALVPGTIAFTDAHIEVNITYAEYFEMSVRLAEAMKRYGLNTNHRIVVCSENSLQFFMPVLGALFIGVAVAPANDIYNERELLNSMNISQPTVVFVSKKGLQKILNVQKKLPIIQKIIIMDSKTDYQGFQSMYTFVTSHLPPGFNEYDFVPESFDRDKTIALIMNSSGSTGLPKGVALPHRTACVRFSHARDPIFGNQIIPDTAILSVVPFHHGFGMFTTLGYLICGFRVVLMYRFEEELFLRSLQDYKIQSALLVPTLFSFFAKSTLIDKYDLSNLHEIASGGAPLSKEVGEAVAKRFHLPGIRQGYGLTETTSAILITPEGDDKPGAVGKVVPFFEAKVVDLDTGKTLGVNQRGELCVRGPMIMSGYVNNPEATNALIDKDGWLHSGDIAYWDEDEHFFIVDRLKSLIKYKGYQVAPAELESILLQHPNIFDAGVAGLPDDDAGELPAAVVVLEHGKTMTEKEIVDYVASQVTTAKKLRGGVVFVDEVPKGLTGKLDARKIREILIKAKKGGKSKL
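Biochemical qHTS: compound (6-point titration) added to 10uM D-luciferin plus 10uM ATP in Tris acetate pH 7.5 buffer with Mg, Tween-20 and BSA, then purified enzyme at 10nM; light output imaged.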
HEK293 tox: cytotoxic compounds in HEK 293 cells; HEK 293 viability, ATP luminescence (CellTiter-Glo), 48-72 h; Potency, µM (highest dose often 115 µM), without a hit: top-dose activity change, negative = cytotoxicity, actives largely listed as inhibitors; AID 1345083; hit rate 6.6% among 94,000; note: potency is the fitted concentration of half-maximal effect; nearly all actives have a fitted effect of over 60% in size
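CellTiter-Glo luminescence (cellular ATP) was read after 48 or 72 hr of compound exposure at 37 degree Celsius. Cells were HEK 293 plated at 250 cells/well.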
GPT2 inhibitor: blocks human glutamate pyruvate transaminase 2; AID 1671188; Potency, µM (series often up to 57.7 µM), without a hit: at the top dose activity change, negative = inhibition, most hits filed as inhibitors; Recombinant GPT2, coupled pyruvate oxidase/HRP Amplex Red fluorescence; hit rate 0.25% among 100,000; note: potency is the fitted concentration of half-maximal effect; nearly all actives have a fitted effect of over 60% in size; many of its hits are not listed in these tables
Target sequence (Q8TD30 whole entry, looked up): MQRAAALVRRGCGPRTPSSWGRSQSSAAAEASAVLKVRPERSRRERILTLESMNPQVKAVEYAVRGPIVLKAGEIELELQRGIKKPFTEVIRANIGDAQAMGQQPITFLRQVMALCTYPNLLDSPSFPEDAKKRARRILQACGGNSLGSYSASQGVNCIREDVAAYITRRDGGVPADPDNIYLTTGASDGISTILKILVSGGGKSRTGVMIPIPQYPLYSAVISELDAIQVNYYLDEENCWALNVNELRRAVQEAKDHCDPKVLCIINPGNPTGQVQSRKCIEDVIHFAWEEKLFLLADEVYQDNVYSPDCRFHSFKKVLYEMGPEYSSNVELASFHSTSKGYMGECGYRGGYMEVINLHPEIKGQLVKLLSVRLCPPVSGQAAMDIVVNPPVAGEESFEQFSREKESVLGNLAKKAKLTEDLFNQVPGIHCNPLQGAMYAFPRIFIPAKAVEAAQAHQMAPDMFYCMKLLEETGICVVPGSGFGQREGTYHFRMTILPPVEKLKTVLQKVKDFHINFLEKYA
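Inhibition is scored from Amplex Red fluorescence generated when pyruvate oxidase and HRP act on pyruvate released by GPT2. Reactions contain 10ng/uL enzyme, 250uM a-KG and 2mM L-alanine and run 30 min at room temperature.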
IP6K1 inhibitor: blocks human inositol hexakisphosphate kinase 1 | IP6K1 kinase, ADP-Glo luminescence, 2 h; stronger effect = lower value | activity change, % (series mostly up to about 58 µM) | hit rate 0.81% among 140,000 | AID 1645851; in the data active = activity change below about -25%
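ADP-Glo luminescence measures ADP made by human IP6K1 during a 2 h RT reaction with ATP/IP6 (mix at 1.3 mM/130 uM); top library doses 57.5 and 19.1 uM final.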
SNCA expr inh: inhibitors of alpha-synuclein (SNCA) gene expression; HEK-293 SNCA-luciferase knock-in, luminescence, 24 h; hit rate 0.17% among 140,000; AID 1671194; Potency, µM (series often up to 57.2 µM), for the others: at the highest dose activity change, negative = inhibition, actives largely listed as inhibitors;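 note: potency is the fitted concentration of half-maximal effect; plate controls were DMSO cells for no effect and cell-free wells for full effect; nearly all actives have a fitted effect of over 45% in size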
3T3 cytotox: kills NIH 3T3 cells; NIH 3T3 viability, CellTiter-Glo ATP luminescence, 48-72 h; Potency, µM (doses to about 96.7 µM), inactives show at the top dose activity change, negative = cytotoxicity, most hits filed as inhibitors; hit rate 4.3% among 94,000; note: potency is the fitted concentration of half-maximal effect; nearly all actives have a fitted effect of over 55% in size
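First NIH 3T3 cells are plated at 400 cells/well; next compound is pinned in; then plates incubate 48 or 72 hr at 37 °C; finally CellTiter-Glo is added and luminescence read after 10 min.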
HEK293 viab: counter-screen for SNCA expression inhibitors: cell viability. HEK-293-SNCA-luc viability, GF-AFC fluorescence, 24 h. Potency, µM (doses to about 57.1 µM), inactives show at the highest dose activity change, negative = cytotoxicity, most hits filed as cytotoxic. hit rate 0.12% among 150,000;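 note: potency is the fitted concentration of half-maximal effect; 0% = DMSO-treated cells and -100% = medium-only wells without cells; nearly all actives have a fitted effect of over 30% in size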
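HEK-293-SNCA-luc cells (1500/well) plated 24 h, then exposed 24 h to a dilution series; GF-AFC added 30 min at 37C, fluorescence 405/540 nm; normalised to medium-only and DMSO wells, Hill fit.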
Starred values were filed as active, the others as inactive; [ ] = remark or other dose. Unless noted, calls come from the whole dose curve; as a rule, active = well fitted curve in the direction sought with a large enough effect; inconclusive = small, poorly fitted or top-dose-only effect, or another doubt; inactive = no such curve, though single readings can be large; an effect the other way counts as inactive or inconclusive. Unless noted, % is set by controls: 0 for no effect and ±100 for the full control effect.

Screening CCc1ccc2nc(N3CCN(C(=O)c4ccco4)CC3)sc2c1 returned IP6K1 inhibitor -9, SNCA expr inh 142%[activator] and HEK293 viab -2%.
For COc1ccc(S(=O)(=O)N2Cc3ccccc3CC2C(=O)Nc2cc(Cl)ccc2Cl)cc1 (stereo not drawn) the results were IP6K1 inhibitor 17, SNCA expr inh 3% and HEK293 viab -12%.
Screening Cn1nccc1CN1CCC12Cc1ccccc1NC2=O (stereo not drawn) returned Luciferase inh 3%[172 µM], HEK293 tox inactive, GPT2 inhibitor inconclusive, IP6K1 inhibitor -6, SNCA expr inh -1%[87.6 µM], 3T3 cytotox -11%[138 µM] and HEK293 viab -1%[87.6 µM].
Screening COc1cncc([C@@H](NC(=O)CCc2scnc2C)C2CC(O)C2)c1 (stereo partly drawn) returned Luciferase inh 0%, HEK293 tox 0%, GPT2 inhibitor -28%, IP6K1 inhibitor 1, SNCA expr inh -17%, 3T3 cytotox -12% and HEK293 viab 6%.
For COc1ccc(Nc2ccnc(N3CCC(C(=O)NCC(F)(F)F)CC3)n2)cc1 the results were HEK293 tox 79µM*, GPT2 inhibitor inactive, IP6K1 inhibitor -1, SNCA expr inh -3%, 3T3 cytotox inconclusive and HEK293 viab -5%[12.5 µM].
Screening CCn1ncc(CN(C)C(=O)c2c(C)oc3c2CN(Cc2ccc(OC)cc2)CC3)c1C returned Luciferase inh 4%, HEK293 tox inconclusive, GPT2 inhibitor inactive, IP6K1 inhibitor -6, SNCA expr inh -22%, 3T3 cytotox inconclusive and HEK293 viab -25%.
For Cc1ccc2c(c1)nc1n2[C@@H](CNC2CCOCC2)COC1 the results were Luciferase inh 1%[172 µM], HEK293 tox -4%[172 µM], GPT2 inhibitor -2%[88.5 µM], IP6K1 inhibitor -9, SNCA expr inh -20%[87.6 µM], 3T3 cytotox 2%[138 µM] and HEK293 viab -2%[87.6 µM].
For Cc1ccc(-c2cccc(CN3CCCC(NC(=O)C4CCCC4)C3)c2)cc1Cl (stereo not drawn) the results were HEK293 tox -9%, GPT2 inhibitor inactive, IP6K1 inhibitor -8, SNCA expr inh -2%, 3T3 cytotox -15% and HEK293 viab 9%.
`COc1ccc(C(=O)N2CCC(C(=O)Nc3ccc(Cl)cc3)CC2)cc1` gave IP6K1 inhibitor -25, SNCA expr inh 67%[activator] and HEK293 viab inconclusive.
Screening CCCNC(=O)N(C1CCOCC1)C1CCN(C(=O)c2ccc(OC)nc2OC)CC1 returned Luciferase inh -2%, HEK293 tox -7%, GPT2 inhibitor -7%, IP6K1 inhibitor 7, SNCA expr inh 7%, 3T3 cytotox inactive and HEK293 viab 4%.
Screening CNC(=O)[C@@H](C1CC1)N1CCC[C@H]1C(=O)NCc1ccccc1 returned Luciferase inh 4%[172 µM], HEK293 tox 1%[172 µM], GPT2 inhibitor 3%[88.5 µM], IP6K1 inhibitor 4, SNCA expr inh 14%[87.6 µM], 3T3 cytotox 2%[138 µM] and HEK293 viab 2%[87.6 µM].
For Cc1cccc(CNC(=O)c2sc3ncnc(N(C)C4CCCCC4)c3c2C)c1 the results were IP6K1 inhibitor -13, SNCA expr inh -38% and HEK293 viab 8%.
CCN(CC)S(=O)(=O)c1ccc2c(c1)nc(CN(C)C(=O)Nc1ccc(Cl)cc1)n2C was read as IP6K1 inhibitor -4, SNCA expr inh 50%[activator] and HEK293 viab 13%.
For COCC1CN(C(=O)Cn2nc(C(F)(F)F)cc2C)CC12CCNCC2 (stereo not drawn) the results were Luciferase inh 5%, HEK293 tox 2%, GPT2 inhibitor inactive, IP6K1 inhibitor -3, SNCA expr inh -3%, 3T3 cytotox inactive and HEK293 viab -3%.
CCN(C)C(C)C(=O)N1CCc2onc(-c3ccc(C(F)(F)F)cc3)c2C1 (stereo not drawn) was read as Luciferase inh -1%, HEK293 tox inconclusive, GPT2 inhibitor -17%, IP6K1 inhibitor 10, SNCA expr inh -16%, 3T3 cytotox inconclusive and HEK293 viab 8%.
`Cc1nn(-c2ccccc2)c2c1C(C1CC1)N(CC1CN(C(=O)c3cccc(Cl)c3)C1)C2=O` (stereo not drawn) gave HEK293 tox inconclusive, IP6K1 inhibitor 8 and 3T3 cytotox inconclusive.
`Cc1ccc(CNC(=O)C2CCCCC(=O)N2Cc2ccccc2)cc1` (stereo not drawn) gave HEK293 tox inconclusive, GPT2 inhibitor -7%, IP6K1 inhibitor 5, SNCA expr inh 7%, 3T3 cytotox inconclusive and HEK293 viab 2%.
`COc1ccc(C(=O)N2CCCC(c3nc(CCOCC4CCCC4)no3)C2)cc1F` (stereo not drawn) gave Luciferase inh 0%, HEK293 tox 45µM*, GPT2 inhibitor 2%, IP6K1 inhibitor -9, SNCA expr inh inconclusive, 3T3 cytotox inconclusive and HEK293 viab -12%.
For Cc1ccc(Cl)cc1NC(=O)Cn1c(C)cc2nc3n(c(=O)c21)CCC3 the results were Luciferase inh 7%, HEK293 tox 4%, GPT2 inhibitor -7%, IP6K1 inhibitor 5, SNCA expr inh -2%, 3T3 cytotox 3% and HEK293 viab 4%.
O=C(NC1CCCC1)C1CCCCN1Cc1ccc(-c2ccsc2)cc1 (stereo not drawn) was read as HEK293 tox 25µM*, GPT2 inhibitor 0%, IP6K1 inhibitor -4, SNCA expr inh -16%, 3T3 cytotox inconclusive and HEK293 viab 1%.
COc1ccc(-c2cc(C(=O)NC3CCNCC3)c3c(C4CCCN4)noc3n2)cc1 (stereo not drawn) was read as HEK293 tox inconclusive, GPT2 inhibitor inactive, IP6K1 inhibitor -2, SNCA expr inh 3%, 3T3 cytotox inconclusive and HEK293 viab -2%.
`COc1cc(CNCCc2ccc(F)cc2)ccc1OCC(O)CN1CCSCC1` (stereo not drawn) gave Luciferase inh -1%, HEK293 tox inconclusive, GPT2 inhibitor inactive, IP6K1 inhibitor 5, SNCA expr inh 3%, 3T3 cytotox inconclusive and HEK293 viab inconclusive.
`NC(=O)CN1CCC(c2nc(-c3ccc4nc[nH]c4c3)no2)CC1` gave Luciferase inh -27%, HEK293 tox -13%, GPT2 inhibitor inconclusive, IP6K1 inhibitor 13, SNCA expr inh 40%[activator], 3T3 cytotox -4% and HEK293 viab 1%.
`O=C1OC[C@@H]2CCN(C3COC3)Cc3ccc(F)cc3N12` gave Luciferase inh 11%[230 µM], HEK293 tox -3%[230 µM], GPT2 inhibitor 4%[88.5 µM], IP6K1 inhibitor -20, SNCA expr inh inconclusive, 3T3 cytotox inactive and HEK293 viab -1%[87.6 µM].
Screening Cc1ccc(OCC(=O)NCC(=O)OCc2cc(=O)n3nc(C(C)C)sc3n2)cc1 returned IP6K1 inhibitor -12, SNCA expr inh 11% and HEK293 viab 8%.
For Cc1ccc(C)c(CNC(=O)Cn2c(C)ccc(NS(=O)(=O)c3ccccc3)c2=O)c1 the results were Luciferase inh 10%, HEK293 tox 2%, GPT2 inhibitor inactive, IP6K1 inhibitor -5, SNCA expr inh 2%, 3T3 cytotox inactive and HEK293 viab 1%.
Screening CCc1noc(-c2cccn3c(CNC(=O)c4ccccc4)nnc23)n1 returned Luciferase inh 7%, HEK293 tox -10%, GPT2 inhibitor 4%, IP6K1 inhibitor 16, SNCA expr inh -4%, 3T3 cytotox 5% and HEK293 viab -11%.
COc1ccc(C(=O)N2CCCC(c3nnnn3C)C2)cc1 (stereo not drawn) was read as HEK293 tox 0%, GPT2 inhibitor inactive, IP6K1 inhibitor 13, SNCA expr inh -10%, 3T3 cytotox -22% and HEK293 viab -14%.
Screening CCc1ccc(Nc2sc(C(=O)c3ccc(F)cc3)c(N)c2S(=O)(=O)c2ccccc2)cc1 returned IP6K1 inhibitor 12, SNCA expr inh 28% and HEK293 viab -3%.
O=C(Nc1ccc2nc(SCCOc3ccccc3Cl)sc2c1)c1ccco1 was read as IP6K1 inhibitor -8, SNCA expr inh inconclusive and HEK293 viab -18%.

Continued; it opens with the two that closed the last part.
Screening CCc1ccc(Nc2sc(C(=O)c3ccc(F)cc3)c(N)c2S(=O)(=O)c2ccccc2)cc1 returned IP6K1 inhibitor 12, SNCA expr inh 28% and HEK293 viab -3%.
O=C(Nc1ccc2nc(SCCOc3ccccc3Cl)sc2c1)c1ccco1 was read as IP6K1 inhibitor -8, SNCA expr inh inconclusive and HEK293 viab -18%.
Screening CCOC(=O)c1ccc(NC(=O)CCc2c(C)n(CC)c3cc(-c4ccccc4OC)nn3c2=O)cc1 returned IP6K1 inhibitor 3, SNCA expr inh 22% and HEK293 viab 1%.
`COc1cc(-c2nc(-c3c(C)noc3C)cc3c2cc(C)n3C)ccn1` gave Luciferase inh 13%[172 µM], HEK293 tox inconclusive, GPT2 inhibitor -4%[88.5 µM], IP6K1 inhibitor -19, SNCA expr inh 25%[87.6 µM], 3T3 cytotox inconclusive and HEK293 viab -8%[87.6 µM].
O=C(O)C1CCCNC1 (stereo not drawn) was read as GPT2 inhibitor -2%, SNCA expr inh 26% and HEK293 viab -2%.
Screening Cc1c(CC(=O)NCCc2ccccc2F)c(=O)oc2c(C)c3occ(C(C)(C)C)c3cc12 returned IP6K1 inhibitor -3, SNCA expr inh 34%[activator] and HEK293 viab 8%.
For O=C(Nc1cc(F)c(F)c(F)c1)N1CCC(n2cnnc2C2CC2)C1 (stereo not drawn) the results were Luciferase inh -12%, HEK293 tox 2%, GPT2 inhibitor inactive, IP6K1 inhibitor 11, SNCA expr inh 0%, 3T3 cytotox -8% and HEK293 viab -4%.
COc1ccccc1C(=O)NCCNC(=O)c1cccc(-c2ncccc2C#N)c1 was read as HEK293 tox inconclusive, GPT2 inhibitor inactive, IP6K1 inhibitor 11, SNCA expr inh -4%, 3T3 cytotox inconclusive and HEK293 viab 6%.
Cc1ccc(-c2nnc(Nc3ccc(C(=O)N(C)C)cc3)c3ccccc23)cc1S(=O)(=O)N(C)C was read as IP6K1 inhibitor 6, SNCA expr inh 2% and HEK293 viab -26%.
`CC1(C(=O)NCC2CC2)CCc2cnc(Nc3ccccc3)nc21` (stereo not drawn) gave Luciferase inh -8%[172 µM], HEK293 tox 100µM*, GPT2 inhibitor -2%[88.5 µM], IP6K1 inhibitor 8, SNCA expr inh inconclusive, 3T3 cytotox inconclusive and HEK293 viab -24%[87.6 µM].
`Cc1cccc(-c2cccc(CN3CCC(NC(=O)Cc4ccccn4)CC3)c2)c1` gave HEK293 tox inconclusive, GPT2 inhibitor inactive, IP6K1 inhibitor -1, SNCA expr inh 1%, 3T3 cytotox 45µM* and HEK293 viab 4%.
For O=C(c1ccsc1)N1CC(Oc2ccc(-c3nc(-c4ccccc4)no3)cc2)C1 the results were Luciferase inh 28µM*, HEK293 tox -30%, GPT2 inhibitor -8%, IP6K1 inhibitor 4, SNCA expr inh 28%, 3T3 cytotox -5% and HEK293 viab -8%.
`COC1CCC12CCN(Cc1ccc3c(c1)CCO3)CC2` (stereo not drawn) gave HEK293 tox -2%, GPT2 inhibitor 5%, IP6K1 inhibitor 22, SNCA expr inh 9%, 3T3 cytotox -26% and HEK293 viab -7%.

An excerpt, so the mix of outcomes need not match the whole.
